TLR9-MyD88 inh – TLR9-MyD88 interaction inhibition; inhibition, % at 4.98 µM; CHO BLA complementation TLR9-MyD88, CCF4 FRET ratio; actives 0.21% (n = 340,000);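 active = inhibition above the mean over all tested compounds plus 3 SD, cut at about 21% in these data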;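 also: 0% = DMSO only wells and 100% = clavulanate BLA inhibitor control wells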
NCOA2 inhibitor – human SRC2 (NCOA2) inhibition; inhibition, % at 9 µM; Q15596; actives 0.17% (n = 370,000); HEK293 GAL4-SRC2 luciferase reporter, luminescence;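 active = inhibition above the mean inhibition of all tested compounds plus 3 SD, set per campaign, cut at about 52% in these data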;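 also: 0% = DMSO treated cells and 100% = cells given Gossypol at 36 µM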
NOD2 RIPK2 PPI – NOD2-RIPK2 protein interaction inhibition; O43353; CHO BLA complementation NOD2-RIPK2, CCF4 ratio; inhibition, % at 4.98 µM; actives 0.38% (n = 360,000); in the data active = inhibition above about 21%;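 also: 0% = vehicle only and 100% = reference blocker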
TRAIL sens C8 – sensitizes caspase-8 expressing cells to TRAIL; NB7+C8 cells + TRAIL, ATPlite viability luminescence; inhibition (viability loss, TRAIL sensitization), % at 10 µM; actives 1% (n = 360,000); AID 624354;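 active = compounds causing at least 50% loss of cell viability in the single-dose screen, relative to plate controls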
TROY signal inh – TROY signaling inhibition | Q293 LMP1-TROYcd NF-kB luciferase reporter, 4 h | inhibition, % at 10 µM | actives 0.98% (n = 360,000) | AID 1347056;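 active = compounds whose plate-normalised and pattern-corrected inhibition of the luciferase reporter signal at the single screening dose is 50% or more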
NR5A2 inv ag – NR5A2 inverse agonism in reporter assay | O00482 | HEK293T StAR-luciferase reporter, LRH-1 transfected, 24 h | inhibition, % at 3.6 µM | actives 0.13% (n = 360,000) | AID 602396;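 active = inhibition above the mean inhibition of all tested compounds plus 3 SD, cut at about 73% in these data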;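 also: 0% = DMSO wells and 100% = reporter-only cells lacking LRH-1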
Target sequence (O00482 whole entry, looked up): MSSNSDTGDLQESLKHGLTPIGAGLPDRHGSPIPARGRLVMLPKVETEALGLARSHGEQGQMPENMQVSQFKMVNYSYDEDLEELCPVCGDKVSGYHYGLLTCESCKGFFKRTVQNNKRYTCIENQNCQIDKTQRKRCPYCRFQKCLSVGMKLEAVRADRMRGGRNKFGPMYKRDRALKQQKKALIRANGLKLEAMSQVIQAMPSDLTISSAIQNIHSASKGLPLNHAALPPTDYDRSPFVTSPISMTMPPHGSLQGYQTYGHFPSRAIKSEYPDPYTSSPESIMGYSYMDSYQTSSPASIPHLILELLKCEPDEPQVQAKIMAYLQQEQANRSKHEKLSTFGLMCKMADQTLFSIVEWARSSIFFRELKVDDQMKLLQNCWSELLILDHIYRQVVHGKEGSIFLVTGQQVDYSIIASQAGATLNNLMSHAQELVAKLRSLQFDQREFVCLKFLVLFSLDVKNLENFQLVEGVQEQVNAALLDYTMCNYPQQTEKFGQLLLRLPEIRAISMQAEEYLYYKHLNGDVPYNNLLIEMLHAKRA
SRC3 inh – inhibits human SRC3 coactivator | AID 588352 | Q9Y6Q9 | HEK293 GAL4-SRC3 luciferase reporter, luminescence | actives 0.17% (n = 360,000) | inhibition, % at 3.6 µM;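 active = inhibition above a per-campaign cutoff, the mean of all compounds plus 3 SD, cut at about 60% in these data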;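 also: 0% = DMSO-treated cells and 100% = gossypol-treated cells at 36 µM; higher means less SRC3-driven luciferase light from the GAL4 reporter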
EBV LMP1 NFkB – Epstein-Barr LMP1 NF-kappaB reporter inhibition | AID 504558 | actives 0.69% (n = 350,000) | LMP1-induced NF-kappaB luciferase reporter cells, luminescence | inhibition, % at 12.5 µM; in the data active = inhibition above about 41%;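 also: 0% = neutral control wells and 100% = reference inhibitor control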
COUP-TFII inh – blocks human COUP-TFII nuclear receptor. actives 0.7% (n = 370,000). P24468. HEK293T NGFI-A luciferase reporter, luminescence. AID 686940. inhibition, % at 8.6 µM;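 active = inhibition above a per-plate cutoff, mean inhibition of test wells between control levels plus 3 SD, cut at about 38% in these data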;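 also: cells cotransfected with COUP-TFII expression vector driving the NGFI-A reporter; 0% = median of COUP-TF2 test wells and 100% = reporter-only cells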
Target sequence (P24468 whole entry, looked up): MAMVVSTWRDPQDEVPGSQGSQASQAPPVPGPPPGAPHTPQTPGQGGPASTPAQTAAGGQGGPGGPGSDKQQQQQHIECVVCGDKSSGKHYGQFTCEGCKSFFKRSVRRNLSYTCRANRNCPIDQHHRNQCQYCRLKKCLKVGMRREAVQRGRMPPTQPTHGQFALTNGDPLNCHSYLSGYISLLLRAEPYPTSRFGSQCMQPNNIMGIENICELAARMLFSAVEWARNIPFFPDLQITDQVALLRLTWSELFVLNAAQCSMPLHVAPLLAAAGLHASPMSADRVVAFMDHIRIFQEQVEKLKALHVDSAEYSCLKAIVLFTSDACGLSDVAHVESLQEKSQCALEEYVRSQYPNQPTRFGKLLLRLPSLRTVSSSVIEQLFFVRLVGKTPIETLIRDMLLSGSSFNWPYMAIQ
SRC1 inh – human NCOA1 inhibition | HEK293 GAL4-SRC1 luciferase reporter, luminescence | inhibition, % at 3.6 µM | actives 0.12% (n = 360,000) | AID 588354;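 active = inhibition above the campaign mean plus 3 SD, with each screening campaign given its own cutoff, cut at about 60% in these data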;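 also: 0% = DMSO treated cells and 100% = gossypol at 36 µM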
Vif imaging – blocks HIV Vif function. HEK293T cells, Vif self-association by quenched fluorescence, imaging, 24 h. inhibition, % at 7.49 µM. actives 0.35% (n = 340,000). AID 602346; in the data active = inhibition above about 50%, passing the limit was not always enough; also: some results filed as inactive read as strong as hits
* = called active by the depositor; . = no result given.

Fields – TLR9-MyD88 inh | NCOA2 inhibitor | NOD2 RIPK2 PPI | TRAIL sens C8 | TROY signal inh | NR5A2 inv ag | SRC3 inh | EBV LMP1 NFkB | COUP-TFII inh | SRC1 inh | Vif imaging
CC(=O)Nc1ccc(NC(=O)C2CCCN(S(=O)(=O)c3ccc(-n4cnnn4)cc3)C2)cc1 (stereo not drawn)
  5 | -13 | -6 | -25 | -21 | -6 | -24 | -7 | -9 | -4 | -3
C/C=C/c1ccc(OCC(=O)OCC)c(OC)c1
  -12 | -11 | -15 | -22 | -1 | 6 | 16 | -1 | 5 | -5 | 25
CN(C1CCS(=O)(=O)C1)S(=O)(=O)c1ccc2ccccc2c1 (stereo not drawn)
  -5 | -40 | -3 | 3 | -4 | 4 | 0 | -1 | 7 | -11 | -8
O=c1ccc(-c2ccccc2)n[nH]1
  10 | -14 | 2 | -2 | -11 | -10 | -33 | 0 | 6 | 1 | 4
CCCCn1c(N)c(N(CCOC)C(=O)C2CCN(S(=O)(=O)c3ccccc3)CC2)c(=O)[nH]c1=O
  1 | -16 | 1 | 0 | -3 | 5 | 12 | 2 | 22 | -6 | 3
CCCCNc1nc2ccccc2nc1Cl
  10 | -6 | 2 | -9 | -3 | 4 | -24 | 0 | 14 | 5 | -4
O=C(CSc1ccccc1)NC1=NCCS1
  -9 | -8 | 4 | -16 | -46 | -3 | 10 | -4 | 1 | -17 | 5
COc1ccccc1NC(=O)C1=C(C)Nc2nc(-c3ccc(N(C)C)cc3)nn2C1c1ccncc1 (stereo not drawn)
  -6 | -13 | 6 | -6 | -10 | -12 | -25 | 5 | 23 | -16 | 6
COC(=O)c1ccc(CSc2nc(C)nc3sc(C)c(C)c23)o1
  -4 | -1 | 16 | 0 | 15 | -14 | 10 | 17 | -6 | 2 | 9
CCOC(=O)C1(C)CCCN1C(=O)c1cccc(OC)c1 (stereo not drawn)
  . | 3 | 11 | -2 | -12 | 6 | -5 | . | -3 | -5 | 4
COc1ccccc1C(=O)C1CCCN(C(=O)c2cccc(Cn3cccn3)c2)C1 (stereo not drawn)
  -2 | -17 | -10 | -10 | -4 | -13 | -5 | 2 | -1 | -12 | -6
COc1ccc(N/C=C2\CCOC2=O)cc1
  0 | -18 | -10 | -1 | -16 | 4 | 18 | -5 | 9 | 19 | 5
CCC1Oc2ccccc2N(CC(=O)NC2CCCCC2C)C1=O (stereo not drawn)
  -13 | 4 | 2 | -6 | -4 | -31 | 0 | 2 | 6 | -3 | -2
CCOC(=O)c1cnc(SCC(=O)Nc2cccc(OC)c2)nc1N
  2 | -11 | 8 | 6 | 2 | 12 | 11 | 2 | 14 | 5 | -12
CN1CCN(C2=C(Cl)C(=O)N(c3cccc(Cl)c3)C2=O)CC1
  -3 | -29 | -5 | -1 | -11 | 10 | 5 | -8 | -5 | -5 | -9

Limited to EBV LMP1 NFkB, for some of the entries so far:
| structure | EBV LMP1 NFkB |
| --- | --- |
| CCCCn1c(N)c(N(CCOC)C(=O)C2CCN(S(=O)(=O)c3ccccc3)CC2)c(=O)[nH]c1=O | 2 |
| CCCCNc1nc2ccccc2nc1Cl | 0 |

A few values from the entries so far:
TLR9-MyD88 inh with `CCCCn1c(N)c(N(CCOC)C(=O)C2CCN(S(=O)(=O)c3ccccc3)CC2)c(=O)[nH]c1=O` stands at 1
SRC1 inh with `C/C=C/c1ccc(OCC(=O)OCC)c(OC)c1` stands at -5
Vif imaging with `CCCCNc1nc2ccccc2nc1Cl` stands at -4

(continued)
Fields – TLR9-MyD88 inh | NCOA2 inhibitor | NOD2 RIPK2 PPI | TRAIL sens C8 | TROY signal inh | NR5A2 inv ag | SRC3 inh | EBV LMP1 NFkB | COUP-TFII inh | SRC1 inh | Vif imaging
Cc1nc2ccc(NC(=O)Cc3cccc(F)c3)cc2s1
  -9 | -16 | -3 | 3 | -30 | -20 | 2 | -11 | -1 | 2 | 12
Cc1oc2ccc(O)cc2c1C(=O)c1ccc(F)cc1
  . | -10 | -2 | -6 | -52 | -3 | 4 | . | 11 | 1 | -9
Cc1cc(C)n(CCCO)c(=O)c1C#N
  0 | -4 | 3 | 12 | 10 | -15 | -8 | -3 | 2 | -9 | 1
COc1ccccc1N1CCN(C(=O)NCc2ccc(Cl)cc2)CC1
  2 | -16 | 0 | -11 | 0 | -7 | -4 | -2 | 1 | -10 | -14
Cc1ccc2c(CC(=O)OCc3csc(C)n3)coc2c1
  -3 | -20 | 0 | -9 | -3 | 6 | 4 | -1 | -9 | -42 | .
CCc1c(C)[nH]n(CCC#N)c1=O
  7 | -17 | 9 | -1 | -2 | 14 | 6 | -4 | 4 | -14 | 16
C[C@@H]1CN([C@H](C)CO)C(=O)c2cc(Br)cnc2O[C@@H]1CN(C)C(=O)Nc1cccc(F)c1
  -9 | -4 | 1 | -7 | -8 | 10 | 0 | 0 | 0 | 6 | -10
Cc1ccc(S(=O)(=O)c2c(N)n(-c3ccccc3)c3nc4ccccc4nc23)cc1
  0 | 22 | 1 | 22 | 4 | 4 | 4 | -6 | 8 | -16 | 0
O=C(CSc1nnc(-c2cccnc2)n1-c1ccc(F)cc1)NCc1ccc2c(c1)OCO2
  -1 | -2 | 4 | -6 | -9 | -7 | -2 | -7 | 10 | -12 | -3
COc1cc(C(=O)COC(=O)C2CC2(Cl)Cl)cc(OC)c1OC (stereo not drawn)
  4 | 7 | -3 | -1 | -11 | -11 | 1 | -3 | -6 | 0 | -1
O=C(/C=C\Nc1ccc2c(c1)OCO2)c1cccs1
  11 | -86 | 6 | 78* | -55 | -139 | -25 | -26 | -85 | -66 | 66*
O=C(Nc1ccn(Cc2ccccc2)n1)c1cccc(F)c1
  -5 | -42 | -7 | 33 | -29 | -74 | -90 | -25 | -23 | -111 | 13
CCOc1ccc(C(=O)NC(=S)Nc2ccccc2N2CCCCC2)cc1[N+](=O)[O-]
  -7 | -6 | 7 | 11 | 6 | 4 | 6 | 7 | 13 | 13 | 0
O=C(NC1=C(Nc2ccc(F)cc2)C(=O)c2ccccc2C1=O)c1ccc(Cl)cc1
  2 | -29 | -5 | -2 | 18 | -19 | -8 | -4 | 4 | -26 | -17
O=C(COc1cc(F)ccc1[N+](=O)[O-])NCCCc1ccccc1
  -3 | -16 | -6 | -2 | 21 | -3 | 1 | 7 | -10 | -35 | 3
Nc1cc(OCC(F)(F)F)cc([N+](=O)[O-])c1
  2 | -23 | -2 | -1 | -17 | 13 | 13 | 0 | 23 | 8 | 8
CCOC(=O)C1=C(O)C(=O)N(Cc2ccc(C(C)(C)C)cc2)CC1
  -1 | 19 | -7 | -5 | 4 | -12 | 7 | 7 | 12 | -2 | -2
CCOC(=O)c1c(C)n(C)c2ccc(OC(=O)c3ccoc3)cc12
  -2 | 0 | -5 | -9 | -5 | 7 | 11 | 0 | -5 | -9 | -3
COc1cc2c(cc1OC)C(C(=O)O)C(c1cc(Br)c(O)c(OC)c1)N(C)C2=O (stereo not drawn)
  -6 | 4 | -1 | 9 | 4 | -11 | 4 | -2 | -5 | 4 | -1
COc1cc(/C=N/NC(N)=S)ccc1OCC(=O)Nc1ccc(C)cc1
  -1 | -8 | -4 | -9 | -16 | 49 | -4 | -3 | 1 | -16 | 13
CCOc1ccc(-n2c(-c3ccccc3)c[n+]3c2CCC3)cc1
  -4 | 17 | -12 | 40 | 23 | 36 | 26 | 7 | 55* | 9 | -9
NC(=O)C(CCCCN1CCCCC1)(c1ccccc1)c1ccccc1
  -17 | -22 | -11 | -3 | -5 | -21 | -3 | -10 | -21 | 3 | 6
CCN(CC)c1c(C)nc2ccc(C(=O)NCc3ccc4c(c3)OCO4)cn12
  . | 17 | -2 | 1 | 10 | 6 | 6 | . | 10 | 3 | -6
CCCCn1c(N)c(N(CCOC)C(=O)c2ccc(N(C)S(=O)(=O)c3ccc(C)cc3)cc2)c(=O)[nH]c1=O
  1 | -24 | 6 | 3 | -10 | -11 | -2 | 5 | 6 | -2 | 6
CS(=O)(=O)N1CCC(C(=O)Nc2cc(Cl)c(Cl)cc2Cl)CC1
  2 | -23 | 7 | 5 | -1 | 5 | 13 | -2 | 0 | 6 | 14
COCCNC(=O)c1cc2nc3c(c(C(F)(F)F)n2n1)CCc1ccccc1-3
  -1 | 9 | -2 | 0 | -10 | -5 | 10 | -8 | 8 | 4 | -12
CNC(=O)c1cc(Oc2ccc(NC(=O)c3[nH]c(-c4ccccc4)c4c3C(=O)N(C)C4=O)cc2)ccn1
  . | -34 | -3 | 11 | -8 | -17 | 7 | . | -13 | 17 | 3
O=C(O)CSc1sc(=S)sc1SCC(=O)O
  -1 | 2 | 4 | -29 | 7 | 1 | 14 | 0 | -5 | -9 | 3
CC(C)Cc1cc(C(=O)Nc2ccc(F)cc2F)no1
  -1 | -76 | 0 | 1 | -53 | -61 | -58 | -1 | -44 | -54 | 3
CCN(CC)CCNC(=O)CCc1c(C)nc2c(c(C)nn2-c2ccc(C)c(C)c2)c1C
  11 | -29 | 4 | 25 | -41 | -1 | 0 | -28 | -18 | -15 | -2

(continued)
Compound	TLR9-MyD88 inh	NCOA2 inhibitor	NOD2 RIPK2 PPI	TRAIL sens C8	TROY signal inh	NR5A2 inv ag	SRC3 inh	EBV LMP1 NFkB	COUP-TFII inh	SRC1 inh	Vif imaging
CCC(C)C(NC(=O)OCc1ccccc1)C(=O)NC(Cc1ccc(O)cc1)C(=O)OC (stereo not drawn)	-4	2	3	1	7	16	15	1	11	2	2
Clc1ccc(SCc2cc(-c3ccccc3)on2)cc1	8	-11	3	1	-62	-21	1	-2	-20	4	5
Cc1occc1-c1nnc(SCC(=O)NC2CCCC2)n1-c1ccccc1	4	-11	2	18	-3	-15	-3	1	-2	3	-2
CCn1ncc(CNC(=O)C2(C)CC2(Cl)Cl)c1C (stereo not drawn)	5	-1	-2	1	4	20	11	-12	-2	-2	-11
COc1ccc2sc(-c3ccccc3OC)c(-c3ccc(OCCN4CCOCC4)cc3)c2c1	-4	.	-3	6	9	3	16	-4	.	0	14
CS(=O)(=O)N1CCC(C(=O)Nc2ccc(OCc3ccccc3)cc2)CC1	-3	-6	-9	-14	-19	-5	7	-78	8	2	2
CCC(=O)Nc1ccc(S(=O)(=O)N2CCCCC2)cc1OC	-1	11	4	-13	19	-31	15	-15	6	3	2
O=C(N/N=C/c1ccncc1)C1CC1C(=O)N/N=C/c1ccncc1 (stereo not drawn)	-1	8	-14	-11	8	-17	19	-8	0	0	0
COC(=O)C[C@H]1C=C[C@H](NC(=O)c2ccccn2)[C@@H](CO)O1	.	-7	-14	2	.	17	.	.	-3	.	.
O=C(CCn1c(=O)oc2ccccc21)N1CCN(c2ccccc2Cl)CC1	-6	-24	-2	15	-11	14	2	0	6	3	36

Profiles, quoted from the list. Order of values: TLR9-MyD88 inh	NCOA2 inhibitor	NOD2 RIPK2 PPI	TRAIL sens C8	TROY signal inh	NR5A2 inv ag	SRC3 inh	EBV LMP1 NFkB	COUP-TFII inh	SRC1 inh	Vif imaging
Entry for NC(=O)C(CCCCN1CCCCC1)(c1ccccc1)c1ccccc1 = -17	-22	-11	-3	-5	-21	-3	-10	-21	3	6
Entry for CN(C1CCS(=O)(=O)C1)S(=O)(=O)c1ccc2ccccc2c1 (stereo not drawn) = -5	-40	-3	3	-4	4	0	-1	7	-11	-8
Entry for CCC(=O)Nc1ccc(S(=O)(=O)N2CCCCC2)cc1OC = -1	11	4	-13	19	-31	15	-15	6	3	2

Screening data from PubChem.

Not all compounds are listed (hit frequency here may not be typical).
